# HDAC3 inhib = blocks human histone deacetylase 3. AID 2718. inhibition, % at 8.3 µM. 0.15% of 320,000 active. recombinant HDAC3, fluorogenic peptide/trypsin coupled, fluorescence. O15379; in the data active = inhibition above about 26%, passing the limit was not always enough; inconclusive = no clear call, values can overlap the other calls
# GSK3A inh = blocks human GSK-3 alpha kinase | P49840 | ADP-Glo luminescence, 60 min | inhibition, % at 10 µM | 0.1% of 320,000 active | AID 2650;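 in the data active = inhibition above about 50%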;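 note: GST-tagged GSK-3 alpha with peptide substrate and 25 µM ATP; 0% = DMSO neutral wells and 100% = GW8510 positive control wells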
# RGS4 act = RGS4 potentiation or activation; HEK293 M3R/inducible RGS4, carbachol calcium flux Fluo4; active compounds read low; 0.92% of 310,000 active; B-score at 10 µM; AID 463111;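 active = B-score of the integrated calcium signal more than 4 SD below the library mean, with starting fluorescence not abnormally high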;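 note: negative B-score means reduced calcium response which marks RGS4 activation or potentiation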
#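 test system = HEK293 cells with stable M3R and inducible RGS4 | schedule = recording 10 s baseline at 1 Hz, 100 s post-agonist | technique = Fluo4-AM (2 µM) calcium-flux fluorescence, kinetic read | measure = Agonist-evoked peak-minus-minimum fluorescence over baseline, integrated ratio, B score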
# KCNQ1 pot = potentiators or activators of human KCNQ1 potassium channel. P51787. CHO-K1 KCNQ1, thallium flux FluxOR fluorescence; active compounds read high. B-score at 10 µM. 0.35% of 310,000 active. AID 2648;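 active = fluorescence ratio B-score, a plate-corrected score, at least three library SD, with initial intensity B-score within 5 SD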
#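 System: Stable KCNQ1 CHO-K1 line | Incubation: 90 min dye loading and 20 min compound exposure, both at room temperature | Measure: Ratio B score | Medium: Assay buffer for compound exposure, DMSO matched across wells | Compound dosing: Single-concentration screen | Probe or stimulus: K+/Tl+ depolarizing stimulus | Measured by: Kinetic FluxOR fluorescence, 10 s baseline plus 110 s post-stimulus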
# PolyA inh = inhibitors of polyadenylation in S. cerevisiae; S. cerevisiae SKY197-pL101 polyadenylation reporter, beta-gal luminescence; efflux-impaired pdr1/pdr3 knockout yeast; score 100 = 6 SD above DMSO; calls only at 12 µM; 0.02% of 300,000 active; AID 1875;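 active = lowest replicate activity score at least 50, where 100 means six control SD above control mean; inconclusive = lowest score under 50 but half or more replicates reach 50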;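 note: yeast exposed to compound for 9 h at 30 °C; higher score means more reporter readthrough which indicates perturbed polyadenylation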
# KCNK3 inh = human KCNK3 channel inhibition, primary screen; O14649; CHO-KCNK3 thallium flux, FluxOR fluorescence; active compounds read low; B-score at 10 µM; 0.84% of 340,000 active;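 active = B-score under library mean minus 4 SD, starting fluorescence ratio at most library mean plus 5 SD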;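 note: more negative B-score means stronger inhibition of thallium flux through KCNK3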
# hERG protect = compounds protecting human hERG from proarrhythmic drug block; Q12809; CHO-hERG, FluxOR thallium flux, dofetilide IC70 present; activation (rescue from dofetilide block), less the hit threshold, % at 10 µM; 0.51% of 310,000 active; AID 1511;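 active = activation above the mean of controls blocked by dofetilide plus 5 SD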;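 note: thallium influx through hERG after potassium depolarization seen as dye fluorescence rise; in these data hits start at about 4.7%; inactives centre near -7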
# Target sequence (Q12809 whole entry, looked up): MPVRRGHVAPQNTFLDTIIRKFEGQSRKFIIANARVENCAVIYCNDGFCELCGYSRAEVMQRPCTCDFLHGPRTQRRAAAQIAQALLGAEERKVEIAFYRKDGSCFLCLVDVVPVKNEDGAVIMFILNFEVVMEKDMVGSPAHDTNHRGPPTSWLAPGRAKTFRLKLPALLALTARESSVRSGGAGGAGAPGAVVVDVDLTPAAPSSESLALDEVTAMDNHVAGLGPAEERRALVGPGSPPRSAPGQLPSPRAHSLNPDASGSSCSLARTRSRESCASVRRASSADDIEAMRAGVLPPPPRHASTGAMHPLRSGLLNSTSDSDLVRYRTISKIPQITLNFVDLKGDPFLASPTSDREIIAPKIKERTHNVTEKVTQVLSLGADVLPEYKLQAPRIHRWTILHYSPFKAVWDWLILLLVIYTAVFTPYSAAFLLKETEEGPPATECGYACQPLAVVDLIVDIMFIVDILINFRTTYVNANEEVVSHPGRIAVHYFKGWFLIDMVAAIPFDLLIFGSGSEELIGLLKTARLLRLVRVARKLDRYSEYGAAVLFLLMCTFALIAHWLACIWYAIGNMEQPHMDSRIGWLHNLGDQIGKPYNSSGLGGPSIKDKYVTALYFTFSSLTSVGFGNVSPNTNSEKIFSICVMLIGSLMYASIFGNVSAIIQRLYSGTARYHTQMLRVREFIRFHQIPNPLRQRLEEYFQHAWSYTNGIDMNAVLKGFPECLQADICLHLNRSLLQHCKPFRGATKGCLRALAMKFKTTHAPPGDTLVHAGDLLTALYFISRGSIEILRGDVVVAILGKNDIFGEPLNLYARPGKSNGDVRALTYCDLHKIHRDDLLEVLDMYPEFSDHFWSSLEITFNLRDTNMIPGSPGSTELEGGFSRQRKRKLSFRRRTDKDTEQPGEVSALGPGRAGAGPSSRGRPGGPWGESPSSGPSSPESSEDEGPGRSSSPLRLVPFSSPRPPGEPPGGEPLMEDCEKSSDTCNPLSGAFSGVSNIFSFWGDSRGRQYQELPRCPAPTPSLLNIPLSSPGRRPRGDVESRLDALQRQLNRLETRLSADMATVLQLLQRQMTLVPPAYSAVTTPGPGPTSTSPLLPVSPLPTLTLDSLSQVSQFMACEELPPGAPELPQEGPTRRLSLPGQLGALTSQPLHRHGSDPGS
# DYRK1A inh = blocks rat Dyrk1A kinase activity; inhibition, % at 12.5 µM; 0.43% of 310,000 active; Q63470; ADP-Glo luminescence, NFATc1 peptide; in the data active = inhibition above about 50%;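 note: plate controls were vehicle with enzyme for no effect and no enzyme for full effect; many of its hits are not listed in these tables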
# KCNQ1 block = blocks the human KCNQ1 potassium channel | 1.3% of 310,000 active | AID 2642 | B-score at 10 µM | CHO-K1 KCNQ1, FluxOR thallium flux fluorescence; active compounds read high | P51787;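 active = compounds whose thallium flux B-score, printed positive for inhibition, exceeds three library SD while starting fluorescence stays within three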;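 note: channel opened by potassium depolarization with thallium stimulus after 20 min compound exposure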
# GSK3B inh = blocks human GSK3beta kinase activity; GST-GSK3beta kinase, ADP-Glo luminescence, 60 min; active compounds read low; activity score (negative = inhibition), % at 10 µM; 0.038% of 300,000 active; AID 2097;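 active = more than half of replicate wells score below -50%, meaning over 50% inhibition versus plate controls; inconclusive = some replicates but at most half score below -50%; inactive = no replicate scores below -50%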;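 note: 0% = median DMSO wells and -100% = median GW8510 positive control wells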
#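 Test system – GST-tagged human GSK3beta kinase, cell-free · Incubation – 60 min enzyme reaction, room temperature · Signal – ADP-Glo luminescence · Also added – peptide substrate and ATP at 25 µM · Controls – DMSO neutral wells and GW8510 at 20 µM as positive · Buffer or medium – Tris/MgCl2 kinase buffer · Measure – Luminescence-derived activity versus plate DMSO and GW8510 wells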
# KCNK9 inh = human KCNK9 channel inhibition; 1.2% of 310,000 active; HEK293 KCNK9, FluxOR thallium flux fluorescence; active compounds read low; B-score at 10 µM; Q9NPC2;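 active = ratio B-score over 3 SD below the library mean, with starting fluorescence within 5 SD of its mean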;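 note: negative B-score means less thallium flux so channel inhibition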
# * hit, by the source's call; i = inactive; ? = inconclusive; · = no result given. An excerpt; rates above refer to the full screens.
Structure	HDAC3 inhib	GSK3A inh	RGS4 act	KCNQ1 pot	PolyA inh	KCNK3 inh	hERG protect	DYRK1A inh	KCNQ1 block	GSK3B inh	KCNK9 inh
CCN(CC(=O)Nc1ccccc1C(F)(F)F)C(=O)CCOc1ccccc1C	2.5	-0.1	i	i	i	i	-6.4	-4.0	i	-2.2	i
CC(C)(C)NC(=O)c1ccnc(C(C)(C)C)c1	-9.0	-5.8	i	i	i	i	-13.7	-4.4	i	0.6	i
CCNC(=O)CC1S/C(=N/N=C(\C)c2ccccc2)NC1=O (stereo unspecified)	8.5	-1.3	i	i	i	i	-7.7	6.4	i	1.5	i
CNC(=O)COc1ccc2oc3c(c2c1)CCCC3	-14.2	-0.2	i	i	i	i	-3.9	6.3	i	-3.0	i
CCOC(=O)N1CCC(Nc2c(Nc3cccc(CC)c3)c(=O)c2=O)CC1	12.3	-2.7	i	i	i	i	-12.2	-0.4	i	-2.6	i
O=C(N/C(=C\c1ccc2c(c1)OCO2)C(=O)N1CCOCC1)c1ccccc1Br	3.9	1.8	i	i	i	i	-9.4	7.3	i	·	i
CC(C(=O)N1CCN(C2c3ccccc3-c3ccccc32)CC1)N1C(=O)c2ccccc2C1=O (stereo unspecified)	-2.4	-0.6	i	i	i	i	-5.5	-4.9	i	2.3	i
CCC(CC)CN1C(Nc2ccccc2)=NC[C@@H]1CC(C)C	-4.3	-0.3	i	i	i	i	-8.4	2.5	i	-4.3	i
COCCn1c(SCC(=O)N2CCCCCC2)nnc1-c1ccco1	1.7	-1.5	i	i	i	i	-2.9	-0.2	i	3.1	i
c1ccc(CN2CCC(N=C3NN=C(c4ccc5c(c4)OCCO5)CS3)CC2)cc1	16.5	-1.4	i	i	i	i	-9.5	-1.0	i	1.2	i
O=C(c1ccccc1Br)N1CCN(c2ncccn2)CC1	-4.9	0.2	i	i	i	i	-3.0	-1.1	i	2.5	i
COc1cccc(/C=N/Nc2cc(-n3nc(C)cc3-c3ccccc3)ncn2)c1O	-7.5	1.2	i	i	i	i	-2.2	4.2	i	-1.2	i

# Further results follow.
Structure	HDAC3 inhib	GSK3A inh	RGS4 act	KCNQ1 pot	PolyA inh	KCNK3 inh	hERG protect	DYRK1A inh	KCNQ1 block	GSK3B inh	KCNK9 inh
Cc1cc(C)cc(NC(=O)CN(C)S(=O)(=O)c2cccc3nsnc23)c1	6.3	·	i	i	i	i	-14.6	-5.5	i	-0.7	i
COc1ccc(C)cc1Nc1n[n+](-c2ccccc2)c(-c2ccc(NC(C)=O)cc2)s1	10.1	·	i	i	i	i	-15.4	6.4	i	0.8	i
CCC(=O)NC(=S)NNC(=O)c1ccc([N+](=O)[O-])cc1	4.1	0.1	i	i	i	i	-11.3	1.7	i	-1.6	i
COC(=O)c1cc(CNC(=O)Cc2ccsc2)ccc1OC	3.2	-0.6	i	i	i	i	-5.3	5.6	i	-0.8	i
CCn1c(C2CC(=O)N(c3ccc(C)c(C)c3)C2)nc2ccccc21 (stereo unspecified)	0.3	-1.3	i	i	i	i	-9.5	-3.1	i	2.7	i
O=C(NC1CC1)c1ccc(-n2cccc2)cc1	0.7	1.2	i	i	i	i	-2.3	·	i	-3.5	i
CC1CCC(NC(=O)CN2C(=O)c3cccnc3Oc3ccc(Cl)cc32)CC1 (stereo unspecified)	-3.0	2.5	i	i	i	i	-9.4	-0.8	i	-3.0	i
CC(C)(C)C(=O)Nc1sc(-c2ccccc2)cc1C(=O)O	-3.6	-1.2	i	i	i	i	-9.0	9.0	i	-3.0	i
COc1cc(N=Nc2c(O)c3ccccc3[nH]c2=O)c(OC)cc1N=Nc1ccccc1	3.1	-3.6	i	i	i	i	-22.7	13.1	i	-4.5	i
CCOc1cc(/C=C/c2cc(C(=O)O)c3ccccc3n2)ccc1OC	-1.1	-4.9	i	i	i	i	-7.3	5.4	i	7.4	i
Cc1ccc(CCNC(=O)CS(=O)Cc2nc(-c3ccccc3F)oc2C)cc1 (stereo unspecified)	0.1	-1.4	i	i	i	i	-5.4	-3.1	i	-3.6	i
CC(C)(C)n1nnnc1CN1CCN(C(c2ccccc2)c2ccccc2)CC1	-2.2	0.1	i	i	i	-8.7*	-12.2	·	i	0.9	i

# The list continues:
Structure	HDAC3 inhib	GSK3A inh	RGS4 act	KCNQ1 pot	PolyA inh	KCNK3 inh	hERG protect	DYRK1A inh	KCNQ1 block	GSK3B inh	KCNK9 inh
CCn1ccnc1CN1CCCC(C(=O)c2ccc3c4c(cccc24)CC3)C1 (stereo unspecified)	-7.4	-3.0	i	i	i	i	-12.2	5.9	i	1.6	i
O=C(CSC(=S)N1CCCC1)NCCc1ccccc1	4.3	-0.3	i	i	i	i	-10.2	-1.7	i	2.5	i
Cn1c(-c2cccc([N+](=O)[O-])c2)[n+](C)c2ccccc21	0.3	-1.5	i	i	i	i	-14.3	2.7	i	5.1	i
CCOc1ccc(C2NC(=O)c3ccccc3O2)cc1OC (stereo unspecified)	-0.7	0.1	i	i	i	i	-6.7	0.5	i	-0.5	i
COc1ccc(-c2cc(C(=O)NCCCN3CCOCC3)no2)cc1	-3.9	1.3	i	i	i	i	-1.3	0.9	i	-3.7	i
O=C(CCn1c(=O)oc2ccccc21)Nc1ccon1	-1.7	2.0	i	i	i	i	-0.7	4.7	i	1.4	i
COc1cc(S(=O)(=O)NCc2cccnc2)ccc1F	4.4	-0.2	i	i	i	i	-3.2	-3.8	i	-1.2	i
CCOc1cccc(Nc2cc3n(c(=O)n2)CCc2cc(OC)c(OC)cc2-3)c1	-17.4	0.8	i	i	i	i	-3.2	3.6	i	-0.2	i
O=C(O)C1C2C=CC(C2)C1C(=O)NCCCN1CCCC1=O (stereo unspecified)	1.8	-1.3	i	i	i	i	-10.9	·	i	-2.5	i
COc1ccc(C(O)Cc2nccn2C)cc1 (stereo unspecified)	4.3	0.5	i	i	i	i	-3.3	0.2	i	0.5	i
C=C1CCN([C@@H](C)C(=O)NCc2cc(OC)c(OC)c(OC)c2)S(=O)(=O)c2ccccc21	-7.2	3.4	i	i	i	i	-4.9	3.4	i	-1.8	i
CCCS(=O)(=O)N1CCC(C(=O)NCCCOC(C)C)CC1	-8.2	0.7	i	i	i	i	2.1	5.7	i	-3.9	i

# Continuation:
Structure	HDAC3 inhib	GSK3A inh	RGS4 act	KCNQ1 pot	PolyA inh	KCNK3 inh	hERG protect	DYRK1A inh	KCNQ1 block	GSK3B inh	KCNK9 inh
C=CCn1c(O)c(C(CC)=Nc2ccccc2NC(=O)CC)c(=O)[nH]c1=O	?	-1.4	i	i	i	i	-16.5	-2.6	i	1.0	i
CCSc1ccccc1C(=O)NCCc1ccccc1	-4.1	1.3	i	i	i	i	-10.5	-0.6	i	1.4	i
CC(Nc1nc(N2CCCC2)nc2ccccc12)c1ccccc1 (stereo unspecified)	-16.9	2.2	i	i	i	i	-19.5	-2.2	i	0.4	i
Cc1sc2ncnc(N(C)Cc3cccs3)c2c1C	7.7	4.6	i	i	i	i	-13.2	17.8	i	-2.1	i
O=c1c2ccccc2nc(-c2ccco2)n1CCCn1ccnc1	4.6	-1.6	i	i	i	i	-8.4	3.8	i	-1.1	i
COc1cccc(-c2nnc(NC(=O)CCS(=O)(=O)c3ccc(C)cc3)o2)c1	-0.7	2.7	i	i	i	i	-11.7	5.8	i	0.8	i
COC(=O)c1nc(Cl)c(Cl)c(N)c1Cl	-10.2	3.0	i	i	i	i	-3.6	-1.1	i	3.0	i
COc1ccccc1CNS(=O)(=O)c1cccc2nsnc12	5.4	0.2	i	i	i	i	-2.2	-1.4	i	-1.1	i
COc1ccc(CNC(=O)C(c2ccco2)N(C(=O)CNS(=O)(=O)c2ccccc2)c2ccccc2C)cc1 (stereo unspecified)	2.6	0.4	i	i	i	i	-9.2	7.8	i	-0.2	i
COC(=O)N/N=C/c1cc(Br)ccc1O	1.1	-1.0	i	i	i	i	-2.8	3.4	i	-1.6	i
N=c1c2c(n(Cc3ccc(Cl)cc3)c3c1CCC3)CCC2	0.5	1.2	i	i	i	i	-17.4	-2.4	i	2.1	i
COC(=O)c1ccc(N(CC(=O)NC2CCCC2)C(=O)CNC(=O)c2ccco2)cc1	1.4	-1.5	i	i	i	i	-4.5	1.5	i	2.3	i

# Later entries
Structure	HDAC3 inhib	GSK3A inh	RGS4 act	KCNQ1 pot	PolyA inh	KCNK3 inh	hERG protect	DYRK1A inh	KCNQ1 block	GSK3B inh	KCNK9 inh
O=[N+]([O-])c1cc2c(cc1CN1CCN(c3ccccc3F)CC1)OCO2	-2.5	2.4	i	i	i	i	-11.6	-8.8	i	-1.0	i
Cc1ccc(C(=O)N[C@@H](Cc2ccccc2)C(=O)N2CCC3(CC2)NCCc2[nH]cnc23)cc1C	1.8	-1.2	i	i	i	i	-8.9	-0.7	i	-0.3	i
CCN(CC)C(=O)Oc1cc(=O)n(C)c2ccccc12	·	·	i	i	i	i	-7.4	8.0	i	-0.9	i
CCN(CC)CCN(C(=O)c1cc2c(ccc3ccccc32)oc1=O)c1nc2cc3c(cc2s1)OCCO3	-19.5	-1.6	i	i	i	i	-10.6	·	i	-0.7	i
CN(C1CCCCC1)S(=O)(=O)c1ccc(S(=O)(=O)N(CC(=O)Nc2ccccc2)C2CC2)cc1	8.0	-2.5	i	i	i	i	-10.5	-4.0	i	3.6	i
O=C(CCc1nnc(CCCCc2ccccc2)o1)N(CCO)Cc1ccccc1	-9.2	-6.0	i	i	i	i	-18.6	-2.4	i	1.1	i
CCN1C(=O)[C@@H]2[C@@H](c3ccc(-c4ccc(C(C)=O)cc4)cc3)N3CCCC[C@@]3(C(=O)OC)[C@@H]2C1=O	-10.0	2.1	i	i	·	i	-10.2	-3.1	i	-1.2	i
Clc1ccc2nc(-c3ccc4c(c3)OCO4)cn2c1	-2.5	-1.9	i	i	i	i	-8.6	·	i	-5.3	i
COc1ccnc(Oc2ccc(F)cc2)c1C(=O)N/C=N/OCc1ccc(F)cc1Cl	11.9	-1.5	i	i	i	i	-2.4	·	i	0.8	i
O=C(CSc1nnc(SCc2ccc(Cl)cc2)s1)N/N=C/c1ccccc1C(=O)O	-2.3	0.1	i	i	i	i	-6.1	2.8	i	1.4	i
CCCCCN(CCCCC)C(=O)C(CCC(=O)O)NC(=O)c1ccc(Cl)c(Cl)c1 (stereo unspecified)	5.9	-6.7	i	i	i	i	-7.4	4.0	i	0.0	i
